Source: PubChem (National Center for Advancing Translational Sciences (NCATS))
FBPA coupling cs: coupling enzyme interference in Giardia aldolase counter-screen; coupling enzyme system counterscreen, AmpLite Red fluorescence; actives 0.67% (n = 290,000); activity change, negative = inhibition, % at 58.2 µM, hits read low; in the data active means activity change below about -30%
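Counterscreen of the coupled detection system alone, without aldolase: glyceraldehyde-3-phosphate coupling enzymes plus AmpLite Red readout. Compounds at 57.5 uM final, 10 min RT preincubation, 20 min RT reaction, fluorescence 525/598 nm.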
Chronic BCR inh: chronic active BCR signaling inhibition | ABC-DLBCL IkBa-CBG/CBR reporter, luminescence ratio, 4 h | Potency, µM (top dose mostly 46.1 µM), inactives show at the highest dose ratio change, negative = lower green/red ratio, usual class: inhibitors | actives 0.05% (n = 340,000) | AID 493014; active means well fitted inhibition curve with a large enough effect in the signal ratio, with a control signal flat, not every such curve was filed as active; inconclusive means small, poorly fitted or top-dose-only effect, or effect the other way, or a change in a side signal; the % refers to the signal ratio;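 further: potency means the concentration at half of the fitted maximal effect; plate controls were basal doxycycline-induced cells for no effect and cells given 10 µM MG132 for full effect; MG132 reads +100%, hits lower the ratio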
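Concentration-response series (up to 46 uM) were applied to TMD8 dual-reporter cells for 4 h at 37C with doxycycline. Green/red ratio, after filter-overlap correction, defined %Activity; red signal alone was normalised to basal cells and zero luminescence.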
B2AR arrestin: recruits beta-arrestin to the human beta2-adrenergic receptor. actives 0.02% (n = 330,000). Potency, µM (series often up to 46.1 µM), for inactives: at the highest dose activation, hits mostly activators. P07550. beta-arrestin recruitment to beta2AR, cell-based reporter;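 further: potency means the concentration at half of the fitted maximal effect; 0% = DMSO controls and full agonism = EC100 isoproterenol or metaproterenol; nearly all actives have a fitted effect of over 65% in size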
GALK inhibitor: galactokinase (human) inhibition | P51570 | Purified GALK, Kinase-Glo residual ATP luminescence | Potency, µM (highest dose often 57.5 µM), for inactives: top-dose activity change, negative = inhibition, most hits filed as inhibitors | actives 0.007% (n = 270,000); further: potency means the concentration at half of the fitted maximal effect
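GALK at 5 nM final was combined with compound, 35 uM ATP and 100 uM galactose in HEPES pH8.0 with MgCl2 and DTT. The reaction ran one hour at room temperature before luminescent ATP detection.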
hERG WT inh: inhibitors of human wildtype KCNH2 potassium channel. Q12809. U2OS, BacMam KCNH2, thallium flux FluxOr; active compounds read low. activity change, % at 1.84 µM. actives 0.37% (n = 340,000). AID 720551;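 active means maximum activity change below -70%; inconclusive means maximum activity change between -70% and -50%; inactive means maximum activity change above -50%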
Target sequence (Q12809 whole entry, looked up): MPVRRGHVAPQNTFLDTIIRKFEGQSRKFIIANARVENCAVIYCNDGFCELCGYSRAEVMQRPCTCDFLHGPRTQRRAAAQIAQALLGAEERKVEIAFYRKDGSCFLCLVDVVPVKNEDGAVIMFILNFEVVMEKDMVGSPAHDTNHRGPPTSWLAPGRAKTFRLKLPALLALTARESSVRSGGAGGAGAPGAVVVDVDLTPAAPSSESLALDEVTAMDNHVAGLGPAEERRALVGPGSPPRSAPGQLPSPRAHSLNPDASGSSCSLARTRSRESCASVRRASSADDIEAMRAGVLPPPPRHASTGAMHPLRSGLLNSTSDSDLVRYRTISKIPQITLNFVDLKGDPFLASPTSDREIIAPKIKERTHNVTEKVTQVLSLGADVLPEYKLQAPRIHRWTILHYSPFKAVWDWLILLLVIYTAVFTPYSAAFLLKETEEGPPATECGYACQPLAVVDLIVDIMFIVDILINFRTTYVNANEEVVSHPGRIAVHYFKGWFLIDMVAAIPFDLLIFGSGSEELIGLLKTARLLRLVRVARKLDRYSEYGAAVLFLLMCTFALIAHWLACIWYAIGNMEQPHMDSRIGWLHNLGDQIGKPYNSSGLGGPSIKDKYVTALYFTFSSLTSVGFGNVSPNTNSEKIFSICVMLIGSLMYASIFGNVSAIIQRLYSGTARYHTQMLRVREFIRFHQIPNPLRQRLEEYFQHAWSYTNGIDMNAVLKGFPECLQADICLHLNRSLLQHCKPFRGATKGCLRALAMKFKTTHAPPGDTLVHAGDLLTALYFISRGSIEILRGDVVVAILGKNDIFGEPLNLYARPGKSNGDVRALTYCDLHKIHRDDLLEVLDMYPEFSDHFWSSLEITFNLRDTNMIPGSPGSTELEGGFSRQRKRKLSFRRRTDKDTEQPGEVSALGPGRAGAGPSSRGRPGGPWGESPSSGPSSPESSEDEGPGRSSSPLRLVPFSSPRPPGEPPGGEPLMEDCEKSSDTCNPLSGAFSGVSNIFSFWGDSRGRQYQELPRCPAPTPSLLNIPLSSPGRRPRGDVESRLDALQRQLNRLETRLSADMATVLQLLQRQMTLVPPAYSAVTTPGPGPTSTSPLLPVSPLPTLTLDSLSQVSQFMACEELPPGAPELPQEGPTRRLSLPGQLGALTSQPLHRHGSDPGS
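U2OS cells transduced with wild-type KCNH2 virus are loaded with FluxOr dye for 45 min, and thallium flux is measured in kinetic reads before and after stimulation buffer. Rate constants are normalized to DMSO controls.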
PKM2 act: PKM2 (human) enzyme activation | actives 0.34% (n = 260,000) | Potency, µM (titrated, usually from 57.5 µM), inactives show at the top dose activation, hits mostly activators | P14618 | AID 1631 | purified PKM2, Kinase-Glo ATP luminescence, activation; response scale: 0% is enzyme alone, no compound; further: potency means the concentration at half of the fitted maximal effect; nearly all actives have a fitted effect of over 55% in size
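Purified hPK-M2 (>95% pure) converted ADP (0.1 mM final) to ATP with 0.5 mM PEP in 50 mM imidazole pH7.2, KCl, MgCl2, Tween 20, BSA; 1 h at room temperature. ATP detected by Kinase-Glo luminescence.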
uPA surface inh: cell surface uPA generation inhibition | Potency, µM (series often up to 38.3 µM), inactives show top-dose activity change, negative = inhibition, actives largely listed as inhibitors | cell surface uPA generation assay, qHTS | actives 0.31% (n = 330,000) | AID 540303; active means well fitted inhibition curve with a large enough effect; inconclusive means small, poorly fitted or top-dose-only effect; inactive means no such curve, though single readings can be large or run the other way; tested in mouse RAW 264.7 cells; further: potency means the concentration at half of the fitted maximal effect; nearly all actives have a fitted effect of over 55% in size
Giardia kill: Giardia lamblia killing; activity change, % at 7.66 µM, hits read low; AID 540267; actives 0.15% (n = 340,000); Giardia lamblia trophozoite viability; in the data active means activity change below about -80%; inconclusive means between about -30% and that limit;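 further: parasites exposed to compound for two days anaerobically before the ATP read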
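Luminescent ATP signal served as the viability read-out, measured 15-30 min after adding ATP detection reagent to trophozoites that had been incubated with compounds for 48 hrs at 37 deg C anaerobically at 100 cells/well.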
USP2a inh: USP2a (human) protease inhibition; O75604; USP2 core, Ub-CHOP2 coupled fluorogenic reporter, 485/531; Potency, µM (highest dose often 38.3 µM), for inactives: top-dose activity change, negative = inhibition, usual class: inhibitors; actives 0.01% (n = 330,000); AID 463254;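 further: potency means the concentration at half of the fitted maximal effect; plate controls were DMSO wells for no effect and full inhibition by NEM control for full effect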
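USP2 core (10nM final) preincubated 30min RT with compound in 20mM Tris-HCl pH 8.0, 2mM CaCl2, 2mM beta-mercaptoethanol, 0.05% CHAPS; 25nM Ub-CHOP2 plus 25nM reporter substrate added, fluorescence (Ex485/Em531) read after 60min.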
Eya2 phos inh: inhibitors of human Eya2 phosphatase activity | AID 488837 | recombinant Eya2, OMFP fluorescence dephosphorylation (OMFP is methylfluorescein phosphate) | O00167 | actives 0.006% (n = 330,000) | Potency, µM (titrated, usually from 76.9 µM), without a hit: at the highest dose activity, negative = inhibition, usual class: inhibitors; further: potency means the concentration at half of the fitted maximal effect
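Eya2 (0.2 uM) preincubated 10 min at ambient with compound, then OMFP substrate added at 50 uM; 10 min reaction in 50 mM HEPES pH 7.5, 50 mM NaCl, 5 uM MgCl2, 0.05% BSA, 1 mM DTT. Fluorescence read at Ex 485/Em 525 nm.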
KCNH2 3.1 inh: KCNH2 3.1 (human) potassium channel inhibition; AID 720553; U2OS KCNH2 3.1, thallium flux FluxOr; active compounds read low; actives 0.95% (n = 340,000); activity change, % (tested at about 1.8 µM);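 active means maximum activity change below -70%; inconclusive means maximum activity change from -70% to -50%; inactive means maximum activity change above -50%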;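 further: thallium influx rate constant from kinetic fluorescence after stimulation buffer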
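Normalized rate constant (relative to positive and negative DMSO controls) derived from a 2 min kinetic fluorescence read after stimulation; U2OS cells expressing the 3.1 isoform via virus at 1.77 x 10^8 /mL.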
* hit, by the source's call; ? = inconclusive; / = no result given; [ ] = dose if it differs, or a comment. Unless noted, the call rests on the fitted dose curve; in most records, active means well fitted curve in the direction sought with a large enough effect; inconclusive means small, poorly fitted or top-dose-only effect, or another doubt; inactive means no such curve, though single readings can be large; an effect the other way counts as inactive or inconclusive. Unless noted, on the % scale 0 is the no-effect control and ±100 the full control effect. Not all compounds are listed; count on the stated rates, not on these rows.

molecule | FBPA coupling cs | Chronic BCR inh | B2AR arrestin | GALK inhibitor | hERG WT inh | PKM2 act | uPA surface inh | Giardia kill | USP2a inh | Eya2 phos inh | KCNH2 3.1 inh
O=Cc1c(C(=O)O)n(Cc2ccccc2Cl)c2ccccc12 | 7 | -1% | -0.3% | -1% | -3 | 2% | 6% | 4 | 6% | 4% | -13
CC(Cc1ccccc1)NCCC(c1ccccc1)c1ccccc1 (centres undefined) | / | ? | 0.1% | / | -106* | / | ? | -19 | 1% | 0% | -112*
Cc1ccc(/C=C2\C(=O)NC(=S)N(c3ccc(F)cc3)C2=O)o1 | 0 | 1% | -0.3% | -8% | -37 | 8% | -17% | 16 | -1% | 7% | 8
O=C(COc1ccc(Cl)cc1)N1CCN(Cc2ccccc2)CC1 | -2 | -1% | -0.1% | 1% | 39 | 0% | 0% | 19 | 2% | 16%[15.4 µM] | -13
Oc1c(Cl)cc(Cl)cc1CN1CCN(Cc2ccccc2)CC1 | 1 | 4% | -0.6% | 2% | 0 | -11% | / | -9 | -8% | 0% | -3
c1ccc2c3c([nH]c2c1)C1(CCNCC1)NCC3 | 2 | -25% | -0.9% | 5% | 2 | 1% | 3% | -6 | 1% | -2% | 9
CC(c1ccccc1)(c1ccccc1)c1ccncc1 | -1 | 2% | -0.2% | 0% | -8 | 2% | 3% | -4 | 9% | 0% | 12
Cc1nn(Cc2ccccc2)c(Cl)c1C(=O)OC(C)C(=O)Nc1ccc(F)cc1Cl (centres undefined) | 2 | -16% | -0.3% | 1% | -1 | -3% | ? | -12 | 6% | -8% | -16
COc1ccc(C2=NCC(=O)N(CC(=O)NCc3ccco3)c3sc4c(c32)CCCC4)cc1 | 1 | 5% | 0.8% | -2% | 12 | 1% | -19% | 9 | 3% | 1% | -6
COc1cc(CN=Cc2c(O)n(C(C)(C)C)c(=O)[nH]c2=O)cc(OC)c1 | 1 | -22% | -0.8% | 12% | -4 | -1% | 6% | 4 | -2% | -10% | 1
O=c1[nH]c(=O)n(CCC2=CCCCC2)c(O)c1C=NC1CCN(Cc2ccccc2)CC1 | 0 | 0% | 0.2% | -5% | -27 | 0% | 5% | -10 | 2% | -2% | ?
COC(=O)Cn1cc(C=C2C(=O)NC(=O)NC2=O)c2ccccc21 | 4 | 2% | -0.3% | -1% | 1 | / | -3% | 11 | 3% | -20% | 1
CCOC(=O)c1c(C)n(Cc2ccco2)c2c1cc(O)c1ccccc12 | -19 | ? | 0.3% | -3% | 0 | 6% | 6% | -9 | 1% | 8% | -9
CCCCn1c(O)c(C(C)=Nc2ccc3c(c2)CCC3)c(=O)[nH]c1=O | 0 | -4% | -0.4% | 3% | 1 | -2% | 4% | -4 | 1% | 4% | -11
CCC(=NCCC(c1ccccc1)c1ccccc1)c1c(O)[nH]c(=O)[nH]c1=O | 1 | ? | -1.1% | 0% | 4 | 0% | -13% | 4 | -2% | -7% | -23
COc1ccc(C(=O)Nc2ccccc2C(=O)Nc2ccccc2C(=O)O)cc1 | 4 | ? | 0.1% | 2% | -16 | -2% | -14% | ? | 3% | 4% | 4
O=c1[nH]c(=O)n(Cc2ccc(F)cc2)c(O)c1C=NCCN1CCCCC1 | 1 | -2% | -0.4% | -2% | 11 | 4% | / | -1 | 1% | -11% | 8
CC(=NCCCN1CCOCC1)c1c(O)n(Cc2ccccc2)c(=O)[nH]c1=O | 1 | -2% | -0.2% | 0% | 0 | -9% | -1% | 15 | -4% | 17% | 7
CC(=O)C1CCC2C3CCC4CC(O)CCC4(C)C3CCC12C (centres undefined) | / | 5% | 0.0% | / | 9 | / | -7% | 23 | -3% | 8% | -2
COc1cccc(OP(=O)(Nc2ccccc2)Oc2cccc(OC)c2)c1 | -2 | ? | -0.7% | -10% | -1 | 0% | 28% | -6 | -6% | 4% | 2
CCOc1cc(/C=N/NC(=O)c2cccs2)ccc1OC(=O)N1CCOCC1 | 5 | ? | -1.2% | 0% | -7 | -10% | -5% | -13 | -1% | -3% | -3
COc1ccc(C(=O)C(Cc2ccccc2)N(C)C)cc1 (centres undefined) | 4 | 8% | 0.3% | 0% | -21 | 12% | / | -3 | -2% | -18% | 12
OC(c1ccc(F)cc1)C(c1ccccc1)N1CCOCC1 (centres undefined) | 8 | / | / | 6% | -1 | -4% | 1% | 0 | / | / | 5
CCOP(=O)(OCC)C(O)c1ccc(OC)cc1 (centres undefined) | -1 | 1% | 0.4% | -1% | 6 | -9% | 0% | 5 | 2% | 11% | -5
CN1CCN(c2ccc([N+](=O)[O-])c(NCc3ccco3)c2)CC1 | -1 | 0% | 0.4% | 1% | 7 | 1% | 0% | -29 | -5% | -16% | 7
COc1ccc(CCN)cc1OC | 0 | -9% | -0.3% | 4% | 1 | -17% | 6% | 8 | -2% | 9% | 7
COc1ccc(-c2nc(C(N)=O)c3[nH]c(=O)n(-c4ccccc4OC)c3n2)c(OC)c1 | -2 | ? | -0.6% | 2% | -6 | 1% | 11µM* | -17 | 3% | 11% | 12
CCCC(C)n1[nH]c(=O)c2c1NC(=O)CSC2c1ccccc1 (centres undefined) | 3 | -8% | -0.7% | -5% | -1 | 2% | 6% | -11 | 0% | 2% | -14
O=c1[nH]c(=O)n(Cc2ccccc2)c(O)c1/C=N/Nc1c(F)c(F)c(F)c(F)c1F | -3 | -6% | 0.3% | -2% | 7 | -7% | 5% | -17 | 0% | -2% | -12
CCC12CN3CCN(CC(C3)C1O)C2 (centres undefined) | -2 | -1% | -0.2% | 0% | 7 | 6% | -1% | 7 | 0% | 7% | -4
COC(=O)C(c1ccccc1)N1CCCCCC1 (centres undefined) | 3 | / | / | 2% | -1 | 8% | -1% | 2 | / | / | -17
O=C1NC(=O)N(c2ccccc2)C(=O)/C1=C/C=C/c1ccco1 | 3 | ? | 6.4% | -3% | 0 | ? | 10µM* | 6 | 19% | -15% | 3
COc1ccc(CCNC2CCCCC2)cc1OC | 1 | -1% | -0.4% | 1% | 13 | -26% | -4% | -10 | 1% | 11% | -12
COc1ccc(-n2cnc3cc(C(=O)N4CCC5(CC4)OCCO5)ccc32)cc1 | 1 | ? | 0.0% | -1% | -39 | -2% | ? | 2 | -2% | -23% | 9
CCOC(=O)C1CCN(/C=C2/C(=O)NC(=S)N(c3cccc(OC)c3)C2=O)CC1 | 2 | 1% | 0.0% | -1% | 1 | 0% | 3% | -1 | -1% | 1% | 0
O=C(Nc1ccccc1)c1cc([N+](=O)[O-])ccc1N1CCNCC1 | 1 | ? | -0.2% | 2% | 24 | 0% | 3% | 2 | 0% | 4% | 6
CN(C)c1ccc(/C=C2\C(=O)NC(=O)N(Cc3ccc(F)cc3)C2=O)cc1 | 1 | 1% | -0.9% | / | 4 | 0% | 0% | 3 | 0% | 8% | 6
CCc1cc(=O)oc2cc(C)cc(OCC(=O)N3CCC(C(=O)O)(c4ccccc4)CC3)c12 | 5 | 8% | -0.1% | / | 2 | 8% | 3% | -4 | 4% | 13% | -2
O=S(=O)(c1ccc(Cl)cc1)N1CCCC1c1cccnc1 (centres undefined) | 0 | 10% | 0.0% | -3% | 0 | -3% | -4% | 7 | 1% | ? | 1
CCN1CCN(c2cc(N3CCCC3)c(F)cc2[N+](=O)[O-])CC1 | -1 | ? | -0.5% | 0% | -1 | -10% | -3% | -5 | 0% | -3% | -1
Cn1c(O)c(C(=NCCN2CCCCC2)c2ccccc2Cl)c(=O)n(C)c1=O | 3 | ? | -0.2% | 0% | 2 | 0% | -3% | -9 | 1% | 14% | 3
CCOP(=O)(OCC)C(O)c1cccnc1 (centres undefined) | -1 | 2% | 0.2% | -1% | 5 | -9% | 2% | 0 | 0% | 3% | 8
C[C@]12CCC(=O)C=C1CCC1C2CC[C@@]2(C)C1CC[C@]2(C)O (some centres undefined) | / | -2% | -0.3% | / | 6 | / | 1% | -4 | -2% | 3% | -4
COc1ccccc1N1C(=O)NC(=O)/C(=C/c2ccc3c4c(cccc24)CC3)C1=O | -3 | ? | -0.3% | -1% | 16 | -12% | 7% | 13 | 1% | -3% | 2
C=CCn1c(O)c(C(C)=NCCN2CCOCC2)c(=O)[nH]c1=O | 2 | 18% | -0.9% | -4% | 1 | 0% | 0% | -4 | 1% | -14% | 32
